# Assay outcomes deposited in PubChem BioAssay by several laboratories.
# PKA-R1A act: PKA-R1A complex activation. activation, % at 11.4 µM. P00514+P68181. AID 504707. hit rate 0.083% among 340,000. PKA-R1A dissociation, Cy5-IP20 fluorescence polarization; scaled: DMSO 0%, 113 µM cGMP 100%;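 active = percent activation above the mean of all tested compounds plus 3 SD, cut at about 19% in these data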;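 note: higher means more PKAc released from R1A so a rise in polarization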
# OPRM1-OPRD1 ag: OPRM1-OPRD1 heterodimerization agonism; activation, % at 9.3 µM; P35372+P41143; hit rate 0.3% among 340,000; cells, luminescence; in the data active = activation above about 18%;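 note: 0% = vehicle-treated cells and 100% = reference agonist; values of inactives mirror those of a sister screen read the other way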
# phage Ecoli inh: E. coli growth loss with phage present. AID 651602. growth absorbance. hit rate 0.26% among 360,000. inhibition, % at 11.9 µM; in the data active = inhibition above about 11%
# OPRM1-OPRD1 inv: inverse agonists of human mu-delta opioid receptor heterodimerization. P35372+P41143. cell-based MOR-DOR heterodimer luminescence, inverse agonism. inhibition, % at 9.3 µM. hit rate 0.21% among 340,000; in the data active = inhibition above about 22%, passing the limit was not always enough;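 note: 0% = cells with DMSO and 100% = wells without cells with DMSO; values of inactives mirror those of a sister screen read the other way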
# PKA-R2B activ: activators of human PKA-R2B complex | P22694+P31323 | PKA-R2B holoenzyme dissociation, Cy5-IP20 fluorescence polarization; R2B truncated from residue 108, S112A mutant; 0% DMSO only, 100% 113 µM cGMP | activation, % at 11.4 µM | hit rate 0.079% among 340,000;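 active = activation above a cutoff set at the mean over all compounds plus 3 SD, cut at about 18% in these data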;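 note: higher means more holoenzyme dissociation and a rise in polarization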
# Target sequence (P31323 whole entry, looked up, other chains not shown, the tested form may be a part): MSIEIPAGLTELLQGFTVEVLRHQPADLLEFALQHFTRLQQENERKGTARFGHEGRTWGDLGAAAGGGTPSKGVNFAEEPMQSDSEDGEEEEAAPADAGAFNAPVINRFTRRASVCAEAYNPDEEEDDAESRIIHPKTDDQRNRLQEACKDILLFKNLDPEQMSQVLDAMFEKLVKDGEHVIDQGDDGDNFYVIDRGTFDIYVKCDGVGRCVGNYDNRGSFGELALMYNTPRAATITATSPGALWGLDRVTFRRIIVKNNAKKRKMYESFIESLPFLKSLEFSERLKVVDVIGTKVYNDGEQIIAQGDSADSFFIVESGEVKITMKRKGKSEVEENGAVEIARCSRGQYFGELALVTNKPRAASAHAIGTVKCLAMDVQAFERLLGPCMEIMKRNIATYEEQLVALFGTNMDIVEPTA
# Tat export inh: E. coli Tat transport inhibition; E. coli MC4100 TorA-mCherry Tat export, fluorescence; inhibition, % at 10 µM; hit rate 0.036% among 340,000; AID 488895;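 active = mean replicate inhibition at least 50% and at least half of replicates individually reaching 50%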;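 note: exported cargo escapes ClpAP degradation while cytoplasmic cargo is degraded and loses fluorescence; 0% = median of neutral control wells and 100% = median of NaSCN control wells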
# HTR5A inv ctr: inverse agonist of human HTR5A in OPRM1-OPRD1 counter-screen | AID 504634 | P47898 | hit rate 0.083% among 340,000 | HTR5A cell line, luminescence, inverse agonism | inhibition, % at 9.3 µM; in the data active = inhibition mostly above about 23%, no sharp cut-off; inactive = mostly below about 18%;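 note: 0% = cells with DMSO and 100% = no-cell wells with DMSO; some compounds called inactive have numbers as strong as hits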
# Target sequence (P47898 whole entry, looked up): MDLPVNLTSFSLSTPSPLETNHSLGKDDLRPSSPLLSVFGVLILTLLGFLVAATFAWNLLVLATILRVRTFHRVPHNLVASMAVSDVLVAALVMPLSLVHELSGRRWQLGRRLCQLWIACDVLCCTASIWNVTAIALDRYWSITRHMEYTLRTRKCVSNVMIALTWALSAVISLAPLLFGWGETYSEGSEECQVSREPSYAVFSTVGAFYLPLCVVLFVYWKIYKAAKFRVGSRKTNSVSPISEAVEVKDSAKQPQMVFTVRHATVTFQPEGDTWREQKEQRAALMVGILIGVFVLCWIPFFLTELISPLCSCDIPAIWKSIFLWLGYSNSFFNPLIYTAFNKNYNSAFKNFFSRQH
# AddAB inh: less growth of phage-infected E. coli with AddAB; inhibition, % at 11.9 µM; hit rate 0.29% among 330,000; AID 435030; E. coli expressing H. pylori AddAB, absorbance growth; in the data active = inhibition above about 12%;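 note: 0% = vehicle wells of infected cells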
# Ecoli viability: bacterial growth inhibition, counter-screen for AddAB inhibitors | E. coli V3065 growth, OD600 absorbance, 18 h | inhibition, % at 11.9 µM | hit rate 0.27% among 330,000 | AID 449728;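 active = inhibition above the campaign's mean inhibition across all tested compounds plus 3 SD, cut at about 9.9% in these data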;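 note: uninfected addAB+ strain grown without phage in ampicillin broth; 0% = DMSO wells and 100% = ciprofloxacin 0.95 µg/ml wells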
# PfHsp90 set2: growth inhibition of yeast expressing Plasmodium Hsp90 | inhibition, % at 9.4 µM | AID 504621 | hit rate 0.32% among 310,000 | S. cerevisiae expressing PfHsp90, BacTiter-Glo ATP, 48 h; yeast lacking PDR1 and PDR3 efflux regulators;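 active = every replicate shows inhibition above about 80%, whatever the replicate mean, limit read from the data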;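 note: 0% = DMSO neutral controls and 100% = 20 µM radicicol positive controls; yeast relying on Plasmodium falciparum Hsp90 in place of its own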
# Mot1-301 SUMO: blocks SUMOylation pathway, rescuing yeast Mot1-301 growth. S. cerevisiae Mot1-301 growth rescue, ATP luminescence, 38.5C; percent above DMSO median, 100 means doubled. growth rescue, % at 18.8 µM. hit rate 1% among 320,000. AID 2716;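 active = every valid replicate shows activation above 250% relative to neutral control wells; inactive = the rest, any valid replicate at or below 250%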;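 note: OY570 slx delta 5 strain wells were the positive control but not used for scaling; some compounds called inactive have numbers as strong as hits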
# * = called active by the depositor; / = no result given.
# Every second line gives: PKA-R1A act	OPRM1-OPRD1 ag	phage Ecoli inh	OPRM1-OPRD1 inv	PKA-R2B activ	Tat export inh	HTR5A inv ctr	AddAB inh	Ecoli viability	PfHsp90 set2	Mot1-301 SUMO
[1] Cc1ccnc(N2CCCC(C(=O)NC3CC3)C2)n1 (stereo unspecified)
    7	1.6	-0.3	-10	-4	-3	2	0.6	-0.9	-5	17
[2] CCN1CCN(c2nc(NCCO)c3ccccc3n2)CC1
    -1	-1.4	-2.6	7	-3	6	-2	2.4	-2.3	-23	15
[3] COC(=O)c1cc(OC)c(OC)cc1NC(=O)Nc1ccc(OC)cc1
    -7	-1.4	1.8	7	10	-7	-9	2.0	-0.9	/	21
[4] C=CCc1cc(Cl)ccc1OCCNCCCOC
    4	1.7	2.5	-9	-7	-2	-6	1.0	1.0	5	48
[5] CCNC(=S)N1CCN(CCN2C(=O)c3cccc4cccc(c34)C2=O)CC1
    -12	-2.4	0.3	12	-2	-1	-34	2.2	1.3	/	-8
[6] Cc1cc([N+](=O)[O-])nn1CC(=O)Nc1ccc(Cc2ccncc2)cc1
    -5	-0.4	0.7	3	-3	4	4	-1.2	-0.3	6	55
[7] COc1ccc(NC(=O)Nc2cccnc2)c(OC)c1
    -11	-1.3	2.7	6	0	11	5	-0.3	0.3	-15	-15
[8] S=C1NC2(CCCCC2)NN1c1ccccc1
    -5	-4.4	3.0	24	-1	-6	-43	2.9	0.8	-5	364*
[9] CCOc1ccccc1C(=O)NC1CCN(CC(=O)Nc2cc(OC)ccc2OC)CC1
    0	-0.2	0.0	1	0	10	10	-1.3	-1.6	-17	-8
[10] O=C(O)C1CC=CCC1C(=O)NCc1ccc(Cl)c(Cl)c1 (stereo unspecified)
    -4	-2.2	-1.5	11	-4	4	0	2.4	-0.6	1	-5
[11] O=C(CNC(=O)c1ccco1)NCC(=O)OCc1ccc(C(=O)Oc2ccc(Cl)cc2)cc1
    4	-0.2	0.9	1	4	0	-11	0.1	-1.2	/	-18
[12] O=C(CSc1nnc(CCCN2C(=O)c3cccc4cccc(c34)C2=O)n1-c1ccccc1)N1CCN(CCO)CC1
    4	-0.6	3.6	3	7	-3	19	1.3	-3.6	31	-11
[13] COC(=O)c1sc(NC(=S)NC(=O)c2ccc(C)cc2)nc1C
    2	-3.8	1.6	19	-2	-8	-1	1.7	0.2	-8	-16
[14] CCO[C@H]1OC(C(=O)O)=C[C@@H](C2CCCCC2)[C@@H]1CCCO
    0	-1.5	1.4	8	-12	6	6	4.8	-0.5	38	-14
[15] O=C(NNc1ccc([N+](=O)[O-])cc1)c1ccccc1Cl
    -14	-4.0	5.0	22	-18	-2	11	3.1	-0.1	16	112
[16] C/C(=N\N=C(/N)SC1CC(=O)N(c2ccc(Br)cc2)C1=O)c1cccs1 (stereo unspecified)
    -1	3.9	1.3	-24	-13	-2	-4	1.1	-1.1	-22	-10
[17] Cc1cc(-c2cccs2)c2c(N)c(C(=O)c3ccc4c(c3)OCO4)sc2n1
    -1	-2.8	1.8	17	2	-5	0	2.1	-2.4	-33	129
[18] O=S(=O)(NCC(c1cccnc1)N1CCN(c2ccccc2)CC1)c1cc(F)ccc1F (stereo unspecified)
    3	-2.1	1.4	12	1	-3	-3	2.0	-0.2	-14	191
[19] CNC(=O)C1CCC(=O)N1Cc1ccccc1Cl (stereo unspecified)
    5	-2.6	4.6	14	-9	3	-2	-0.3	-1.4	6	-15
[20] COc1ccc(F)cc1S(=O)(=O)NCc1ccccc1
    -6	0.0	0.2	0	-3	-2	-6	5.3	0.5	3	-6
[21] C#Cc1ccc([C@H]2C=C(C(=O)NCc3nc4ccccc4[nH]3)O[C@@H](OCc3ccc(CO)cc3)C2)cc1
    -14	1.9	2.5	-11	3	-8	1	1.9	-1.1	-10	-16
[22] O=c1ccc2cc(S(=O)(=O)NCCCc3ccccc3)ccc2[nH]1
    -1	-0.6	-0.2	3	0	-5	-4	0.5	-2.5	31	14
[23] N#C/C(=C(/O)C(Cl)(Cl)Cl)c1nc2ccccc2[nH]1
    -6	21*	-1.4	-108	3	3	1	-1.1	0.5	-7	32
[24] O=C(Nc1ccccc1)Nc1ccc(Cl)nc1Cl
    -2	4.8	3.5	-23	3	6	0	7.1	2.4	8	13
[25] COc1ccc(OC)c(NC(=O)CC2SC(=Nc3ccccc3)N(CCc3ccccn3)C2=O)c1 (stereo unspecified)
    -16	4.0	3.4	-29	-7	5	10	2.0	-1.8	-2	92
[26] CCOC(=O)C1=C(C)Nc2ncnn2C1/C=C/c1ccccc1 (stereo unspecified)
    -3	-1.8	-0.2	10	3	-2	-9	2.2	-2.1	-3	613*
[27] CC(C)n1nnnc1-c1cccc(Cl)c1
    -14	-2.1	0.0	12	7	1	-1	-1.3	-0.8	-2	-4
[28] COc1ccc(CCNC(=O)C(=O)NCC2CCCN2S(=O)(=O)c2ccccc2)cc1 (stereo unspecified)
    -4	-0.6	1.5	4	-2	11	-13	-1.0	1.1	/	10
[29] COc1ccc(NC(=S)N2CCC(c3ccc(C)cc3)C2)cc1 (stereo unspecified)
    6	-1.2	1.5	5	4	12	-6	2.7	0.5	2	294
[30] Cc1cccc(C)c1N1CCN(C(=O)c2ccc3c(c2)OCO3)CC1
    -1	-1.5	-0.2	8	-10	4	-24	3.2	0.8	-26	292
[31] CC1CC(Nc2ccccc2)=NC1(C)C (stereo unspecified)
    -1	-1.9	3.6	13	-4	0	-21	0.7	-2.1	-1	-14
[32] C[C@@H]1C=C[C@](Cc2ccccc2)(C(=O)NCC2CC2)N1C(=O)c1ccccc1
    8	-0.1	2.9	1	-3	-1	4	4.5	1.0	3	70
[33] CN(C(=O)CSc1nc2ccccc2[nH]1)C1CCS(=O)(=O)C1 (stereo unspecified)
    -12	-2.7	2.3	12	-5	13	-12	-0.4	0.2	19	/
[34] COc1cc(/C=N/NC(=O)c2cccnc2)ccc1OCC(=O)Nc1ccc(C)cc1
    4	0.3	3.6	-2	0	2	-14	-2.7	-0.2	-7	111
[35] Cc1cc(C(F)(F)F)nn1CC(=O)N(C)c1ccccc1
    -10	-0.7	1.7	4	-7	-3	-2	3.9	1.4	10	-23
[36] COc1ccc(-c2csc(NC(=O)C3=COCCO3)n2)cc1OC
    -15	-0.1	4.0	1	-7	4	-3	/	/	-36	/
[37] CC(C)(C)NC(=O)COc1ccc(CNCc2cccs2)cc1
    2	0.8	2.2	-5	-4	-2	-2	4.5	1.6	7	15
[38] O=C(c1ccc(Cl)s1)N1CCOCC1
    0	-2.2	-0.7	12	-14	1	-12	0.0	-2.0	-14	-29
[39] CCOC(=O)c1ccc(NC(=O)C(CC)(CC)C(=O)OCC)cc1
    1	2.5	2.9	-12	-3	-9	-7	3.4	0.2	-3	3
[40] COc1ccccc1NS(=O)(=O)c1ccc(C(=O)NCCCN2CCOCC2)cc1
    -9	-0.1	5.3	1	-11	-7	-22	/	/	/	/

# OPRM1-OPRD1 ag: hit marks shown above.
no. | SMILES | PKA-R1A act | OPRM1-OPRD1 ag | phage Ecoli inh | OPRM1-OPRD1 inv | PKA-R2B activ | Tat export inh | AddAB inh | Mot1-301 SUMO
23 | N#C/C(=C(/O)C(Cl)(Cl)Cl)c1nc2ccccc2[nH]1 | -6 | 21* | -1.4 | -108 | 3 | 3 | -1.1 | 32

# The list goes on.
# Every second line gives: PKA-R1A act	OPRM1-OPRD1 ag	phage Ecoli inh	OPRM1-OPRD1 inv	PKA-R2B activ	Tat export inh	HTR5A inv ctr	AddAB inh	Ecoli viability	PfHsp90 set2	Mot1-301 SUMO
[41] Cc1cccc(-n2c(SCC(=O)NCC3CCCO3)nc3ccccc3c2=O)c1C (stereo unspecified)
    3	0.5	-0.8	-2	-13	-2	-17	-0.2	1.6	14	2
[42] S=C1CC2CCCC(C2)N1 (stereo unspecified)
    -1	-2.4	3.3	13	-1	-2	8	/	/	-11	/
[43] CCOc1cc(C(=O)NCCOC)cc(OCC)c1OCC
    -1	-1.9	1.4	8	-12	10	-26	3.2	0.3	8	-8
[44] COC(=O)c1cn(C(=O)c2ccc(Br)o2)c2ccccc12
    -1	-1.0	2.0	6	1	-14	19	-1.0	0.5	-20	-8
[45] COc1cccc(C2=NN(S(C)(=O)=O)C(c3cccs3)C2)c1 (stereo unspecified)
    1	-3.3	3.6	17	1	1	-39	2.0	1.9	-18	/
[46] CC(C)c1ccc(O)c(NC(=S)NC(=O)CCc2ccccc2)c1
    0	11	1.8	-57	-2	-4	-15	-2.1	-3.9	-10	-27
[47] Cc1nc(N2CCCC2)c2nnn(Cc3ccccc3Cl)c2n1
    3	6.1	0.3	-33	0	9	8	-0.8	-0.1	12	-26
[48] Cc1nnc(NC(=O)C2CCN(S(=O)(=O)c3ccc(Cl)cc3)CC2)s1
    2	-0.1	2.1	1	-1	2	-5	-0.7	-0.7	-2	20
[49] CN(Cc1ccc(OC(F)F)cc1)C(=O)c1cccc(S(=O)(=O)N2CCN(Cc3ccccc3)CC2)c1
    -4	1.4	3.5	-7	-21	8	-6	/	/	-17	/
[50] O=C(NCCc1ccc(Cl)cc1)C1=CC=CN2CCS(=O)(=O)N=C12
    2	-3.5	2.3	14	-7	2	9	1.9	0.0	/	-6
[51] O=C(N/C(=C/c1ccco1)C(=O)N1CCOCC1)c1cccs1
    0	-2.8	-0.1	14	-11	-3	-22	0.9	1.4	-4	/
[52] CC(=NNC(=O)COc1cccc(C)c1)c1cccnc1
    7	-1.8	3.2	8	-10	-4	-7	1.9	0.3	1	3
[53] O=C(CSCc1ccccc1Br)Nc1ccccc1
    0	-2.3	1.5	11	-8	2	-3	2.2	-1.9	-7	295
[54] Cc1csc(SCCn2c(N3CCN(c4ccccc4)CC3)nc3c2c(=O)[nH]c(=O)n3C)n1
    10	-0.7	1.2	4	-1	7	11	-0.2	-1.9	4	165
[55] O=C(c1cnn(C(=O)c2ccco2)c1)c1ccccc1O
    -5	-4.2	7.1	16	6	-15	6	0.0	0.4	-14	137
[56] CCc1nc(Sc2nnnn2-c2ccccc2)c2c3c(sc2n1)CCCC3
    -10	-1.7	2.5	10	-5	-3	12	0.7	-0.3	-10	1
[57] Cn1c(NCCCO)nc2ccccc21
    -1	-0.7	0.9	4	8	-2	-32	-1.9	1.4	/	79
[58] c1ccc(N2CCN(c3ncnc4sc5c(c34)CCC5)CC2)cc1
    -1	3.7	0.4	-21	-11	6	7	-0.8	-2.0	18	-4
[59] C[C@H](NC(=O)C1CC(=O)N(c2ccc3c(c2)OCO3)C1)C(=O)NC1CCCCC1 (stereo partly specified)
    5	-3.2	-0.6	17	-2	3	4	7.1	-2.5	-10	-53
[60] Oc1ccccc1N=Cc1sc2ccccc2c1Cl
    -16	0.9	0.6	-4	5	-1	-5	-1.9	-1.2	-17	/
[61] O=C(Oc1ccc(N(Cc2cccs2)C2=NS(=O)(=O)c3ccccc32)cc1)c1ccccc1F
    13	-3.1	1.6	14	5	-8	-11	2.9	-0.3	19	-16
[62] N#CCc1ccc(NC(=O)c2ccc(CN3CCc4ccccc4C3)cc2)cc1
    -1	1.1	3.9	-5	2	0	-1	3.2	0.6	-5	177
[63] Cc1cc(C)n(CC(O)COCc2ccccc2)n1 (stereo unspecified)
    10	-2.2	3.1	11	1	-4	1	3.6	-1.8	/	6
